Source: PubChem BioAssay (several laboratories)
DAX1 inh-1: inhibits human nuclear receptor DAX1; inhibition, % at 6.75 µM; P51843; actives 0.99% (n = 340,000); HEK293 Gal4-DAX1 luciferase reporter, luminescence; AID 504766;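 active means inhibition above the mean over all tested compounds plus 3 SD, cut at about 4.2% in these data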;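 further: 0% = DAX1-transfected cells with DMSO and 100% = empty-vector control cells with DMSO; inhibition shows as a rise in luminescence from relieved DAX1 repression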
Target sequence (P51843 207-470 limits assumed): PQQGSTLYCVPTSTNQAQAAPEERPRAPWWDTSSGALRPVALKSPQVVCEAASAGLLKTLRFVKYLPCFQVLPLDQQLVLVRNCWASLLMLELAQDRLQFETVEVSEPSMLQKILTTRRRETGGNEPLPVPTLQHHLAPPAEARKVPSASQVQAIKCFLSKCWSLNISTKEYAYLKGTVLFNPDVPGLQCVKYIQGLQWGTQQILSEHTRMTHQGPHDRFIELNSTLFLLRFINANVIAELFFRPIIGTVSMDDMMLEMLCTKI
HGIII-sPLA2 inh: Inhibits HGIII-sPLA2 liposome hydrolysis, primary screen. Q9NZ20. QFRET BODIPY PC-A2 liposome hydrolysis, fluorescence. inhibition, % at 12.2 µM. actives 0.56% (n = 370,000);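 active means inhibition above mean plus 3 SD of compounds lying within the high and low control bounds, cut at about 19% in these data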;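 further: 0% = median of test compound wells and 100% = no enzyme DMSO wells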
Target sequence (Q9NZ20 whole entry, looked up): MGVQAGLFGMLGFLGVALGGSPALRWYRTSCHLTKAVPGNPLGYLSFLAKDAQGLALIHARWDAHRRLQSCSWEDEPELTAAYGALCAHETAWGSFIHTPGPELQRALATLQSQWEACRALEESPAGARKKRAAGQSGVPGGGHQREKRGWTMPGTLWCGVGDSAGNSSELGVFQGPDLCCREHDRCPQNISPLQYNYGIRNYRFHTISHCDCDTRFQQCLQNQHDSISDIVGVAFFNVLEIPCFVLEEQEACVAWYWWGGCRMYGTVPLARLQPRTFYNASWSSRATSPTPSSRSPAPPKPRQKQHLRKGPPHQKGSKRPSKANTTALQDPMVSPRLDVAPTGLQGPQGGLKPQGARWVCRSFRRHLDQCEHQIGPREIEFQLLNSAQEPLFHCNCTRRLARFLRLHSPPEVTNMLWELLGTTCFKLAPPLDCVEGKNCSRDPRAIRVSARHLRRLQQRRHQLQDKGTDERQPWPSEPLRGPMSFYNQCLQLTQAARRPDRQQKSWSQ
GAA850 FXN act: frataxin GAA850 promoter activation | HEK293 lucGAA850 FXN promoter luciferase reporter, 24 h; percent of 10 µM SAHA response | activation, % at 6 µM | actives 0.56% (n = 360,000) | AID 540364;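 active means activation above the average of all compounds screened plus 3 SD, cutoff fixed separately per campaign, cut at about 7.5% in these data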;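 further: 0% = DMSO wells and 100% = 10 µM SAHA wells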
hgDAF-12 ag: hgDAF-12 agonism, primary luciferase screen; HEK293 GAL4-hgDAF12 UAS-luciferase reporter, agonist luminescence; normalized to butyrate control; activation, % at 6.8 µM; actives 1.8% (n = 370,000);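 active means activation above a cutoff set at the mean of all screened compounds plus 3 SD, cut at about 10% in these data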;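 further: 0% = DMSO wells and 100% = sodium butyrate wells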
PG9 binder: small molecules binding HIV-1 gp120 antibody PG9. actives 0.43% (n = 360,000). inhibition, % at 6.7 µM. TR-FRET gp120-PG9 antibody binding; in the data active means inhibition above about 8.5%
DAX1 inh-2: blocks DAX1 repression of SF-1 activated StAR promoter; HEK293T StAR-luciferase reporter, SF-1/DAX-1 repression relief; inhibition, % at 6.8 µM; actives 1.1% (n = 370,000); AID 652010;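 active means inhibition above the mean over all tested compounds plus 3 SD, cut at about 3.6% in these data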;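 further: 0% = DAX-1 cells with DMSO and 100% = cells lacking DAX-1 with DMSO; higher inhibition means more luminescence from relief of DAX-1 repression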
hcDAF-12 act: activates DAF-12 receptor from parasite H. contortus; HEK293 hcDAF-12 lit1-tk-luc reporter, luminescence; 0% DMSO, 100% Δ7-dafachronic acid; activation, % at 6.8 µM; actives 1.4% (n = 370,000);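 active means activation above the mean of all tested compounds plus 3 SD, cut at about 5.5% in these data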;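 further: 100% = response to 3 µM Δ7-dafachronic acid high control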
ssDAF12 agonist: S. stercoralis DAF-12 activation, primary screen | HEK293 ssDAF-12/GRIP1 lit1-tk-luc reporter, luminescence; % of 3 µM dafachronic acid response | activation, % at 6.8 µM | actives 1% (n = 370,000) | AID 652126;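 active means activation above the mean over all tested compounds plus 3 SD, cut at about 0.9% in these data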;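 further: 0% = DMSO-only wells and 100% = 3 µM delta7-dafachronic acid wells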
Rev-erbA mod: Rev-erb alpha (human) modulation; P20393; Rev-erbα–FITC-DNA binding, fluorescence polarization, 90 min; activity, % at 10 µM; actives 0.79% (n = 370,000);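 active means activity above about 14%, limit read from the data; passing the limit was not always enough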;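 further: 0% = DMSO wells with 35 nM protein and 100% = DMSO wells with 750 nM protein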
PLCb3 inh: inhibitors of human phospholipase C beta3; inhibition, % at 12.2 µM; actives 0.18% (n = 370,000); Purified PLC-beta3, fluorogenic substrate, fluorescence; Q01970; AID 720704; in the data active means inhibition above about 11%;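 further: 0% = median of compound wells on plate and 100% = full blocker control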
SMARCA2 act: activators of SMARCA2 function; AID 652017; activation, % at 9.1 µM; actives 1% (n = 370,000); MG213 cells, MMTV-luciferase reporter, dexamethasone, overnight; in the data active means activation above about 7.8%;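 further: 0% = vehicle wells and 100% = reference activator wells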
* hit, by the source's call; x = not tested or not shown.

SMILES	DAX1 inh-1	HGIII-sPLA2 inh	GAA850 FXN act	hgDAF-12 ag	PG9 binder	DAX1 inh-2	hcDAF-12 act	ssDAF12 agonist	Rev-erbA mod	PLCb3 inh	SMARCA2 act
Cc1ccc2oc3c(c(=O)c2c1)C(c1cccc(O)c1)N(c1ccccn1)C3=O (stereo not drawn)	-2.5	-17	-3.0	1.1	-2.0	-1.2	-2.4	-2.3	-3	0	-1
COCCn1nnnc1C(c1cc2cc(C)ccc2[nH]c1=O)N1CCc2ccccc21 (stereo not drawn)	0.1	-32	1.4	-0.5	-0.6	-0.7	2.0	0.4	5	-30	-3
CC(C)C(=O)N1CCN(c2ccc(NC(=O)c3ccc4c(c3)OCCO4)cc2)CC1	-1.1	7	-2.3	-5.4	-2.6	0.4	-1.6	-1.7	-2	-5	-4
Cc1ccc(C(=O)N2C(=O)C(c3ccccc3)Oc3ccccc32)cc1 (stereo not drawn)	-0.3	-3	1.2	-0.4	-1.3	-0.1	-0.6	-0.2	-5	-6	-2
Cc1ccc(C)c(CN2C(=O)c3ccccc3S(=O)c3ccc(C(=O)N4CCN(c5ccccn5)CC4)cc32)c1 (stereo not drawn)	-4.3	-15	-9.1	-8.7	-2.7	-3.0	-2.0	-1.9	-5	3	0
CCc1ccccc1NC(=O)CC(NCc1ccccc1)C(=O)O (stereo not drawn)	0.1	1	-0.5	3.0	-0.6	0.7	1.4	-0.7	0	-3	-1
Cc1ccccc1NS(=O)(=O)c1cc(C(=O)N2CCCC2)ccc1Cl	0.4	1	0.8	0.4	-2.1	-1.2	-0.6	-0.4	3	-1	-1
O=C(O)c1ccc(-n2cccc2/C=C2/NC(=O)N(c3ccccc3)C2=O)cc1	4.0	-14	1.8	-0.1	-5.5	0.9	1.5	0.7	-16	-13	-3
COc1cc(F)ccc1S(=O)(=O)n1c(C)nc2ccccc21	-1.5	-4	4.6	-3.2	-0.8	0.3	-1.8	-0.7	1	-2	-1
COc1cc(Cn2c(-c3nonc3N)nc3ccccc32)ccc1C	-1.2	2	-0.5	0.0	0.3	-2.1	-1.4	-1.3	3	0	-3
CCN=C(NCC)SC1CC(=O)N(CCc2ccccc2)C1=O (stereo not drawn)	x	-6	-0.8	0.9	-0.1	0.4	-1.6	-1.5	3	-2	-2
CCc1nc(SCc2ccc(Br)cc2)n[nH]1	0.6	-7	3.5	7.2	1.0	0.5	0.5	-0.9	6	-6	2
COCCn1c(-c2ccccc2F)n[nH]c1=S	0.8	13	-0.5	-1.7	0.7	-0.3	-0.9	-0.7	-4	5	-1
Cn1c(=O)c2cc(NC(=O)NCc3ccc(F)cc3)ccc2n1Cc1cccc(C(F)(F)F)c1	x	-7	-0.8	-5.1	-0.6	-1.5	-2.0	-1.5	2	-373	-2
O=C1NCCN(Cc2ccc(Cl)c(F)c2)C1CC(=O)N1CCCCO1 (stereo not drawn)	-0.3	-3	-0.7	-1.2	-0.9	-0.2	0.6	-0.6	0	-23	-2
O=C(CN1C(=O)CCC1=O)Nc1cccc2c1C(=O)NC2=O	2.1	-5	0.9	4.1	-2.9	2.4	5.0	0.2	1	-144	-7
CSc1ncnc2c1ncn2CCCNCC1CCCCC1	-0.2	2	-0.1	-2.4	0.1	0.3	-1.2	-1.5	2	2	3
Cn1ncc([N+](=O)[O-])c1C(=O)N1CCCCCC1	1.0	9	0.6	0.1	-2.9	0.5	-1.0	-0.5	-6	-11	-1
c1ccc(Nc2nc(-c3cccnc3)cs2)nc1	0.7	0	2.1	18*	-2.4	5.8*	10*	0.3	1	0	0
COc1cc(NS(=O)(=O)c2ccc(NC(=O)c3cccnc3)cc2)ncn1	0.3	3	-1.4	0.8	-0.9	-0.3	0.9	-0.5	13	0	1

Sorted by molar mass (low to high): part of the list above
SMILES	DAX1 inh-1	HGIII-sPLA2 inh	GAA850 FXN act	hgDAF-12 ag	PG9 binder	DAX1 inh-2	hcDAF-12 act	ssDAF12 agonist	Rev-erbA mod	PLCb3 inh	SMARCA2 act
Cn1ncc([N+](=O)[O-])c1C(=O)N1CCCCCC1	1.0	9	0.6	0.1	-2.9	0.5	-1.0	-0.5	-6	-11	-1
c1ccc(Nc2nc(-c3cccnc3)cs2)nc1	0.7	0	2.1	18*	-2.4	5.8*	10*	0.3	1	0	0
CCc1nc(SCc2ccc(Br)cc2)n[nH]1	0.6	-7	3.5	7.2	1.0	0.5	0.5	-0.9	6	-6	2
O=C(CN1C(=O)CCC1=O)Nc1cccc2c1C(=O)NC2=O	2.1	-5	0.9	4.1	-2.9	2.4	5.0	0.2	1	-144	-7
O=C1NCCN(Cc2ccc(Cl)c(F)c2)C1CC(=O)N1CCCCO1 (stereo not drawn)	-0.3	-3	-0.7	-1.2	-0.9	-0.2	0.6	-0.6	0	-23	-2
COc1cc(NS(=O)(=O)c2ccc(NC(=O)c3cccnc3)cc2)ncn1	0.3	3	-1.4	0.8	-0.9	-0.3	0.9	-0.5	13	0	1

The main list resumes, repeating the 2 entries before the break.
SMILES	DAX1 inh-1	HGIII-sPLA2 inh	GAA850 FXN act	hgDAF-12 ag	PG9 binder	DAX1 inh-2	hcDAF-12 act	ssDAF12 agonist	Rev-erbA mod	PLCb3 inh	SMARCA2 act
c1ccc(Nc2nc(-c3cccnc3)cs2)nc1	0.7	0	2.1	18*	-2.4	5.8*	10*	0.3	1	0	0
COc1cc(NS(=O)(=O)c2ccc(NC(=O)c3cccnc3)cc2)ncn1	0.3	3	-1.4	0.8	-0.9	-0.3	0.9	-0.5	13	0	1
Cc1ccc(NC(=O)CSc2n[nH]c(-c3ccncc3)n2)c(C)c1	1.8	0	3.3	-2.3	0.8	0.1	-1.4	-1.4	-7	-9	-2
Cc1cc(C)c(S(=O)(=O)c2cccc(Cl)c2)c(Cl)n1	-0.7	8	3.1	-3.2	1.1	0.2	-1.7	0.2	1	5	-3
O=C(c1ccc(S(=O)(=O)NCc2ccco2)cc1)N1CCN(Cc2ccccc2F)CC1	-0.4	-15	1.7	-3.7	0.3	-1.2	-1.4	-0.9	1	0	-3
CCOc1ccc(/C=N/Nc2ccc(C(F)(F)F)cc2[N+](=O)[O-])cc1O	1.1	8	0.8	2.0	0.6	0.0	2.8	-0.7	10	-1	-3
O=C(Cn1cc(C(F)(F)F)ccc1=O)OCC(=O)c1ccc[nH]1	-0.1	-1	1.9	0.9	0.3	0.3	0.3	-1.0	0	-2	-1
CSc1nc(N)nc(SCC(=O)OC(C)C)c1C#N	0.9	2	6.4	1.1	-1.1	1.1	3.7	-1.2	-1	-30	1
C=CCNC(=S)N/N=C1\CCS(=O)(=O)c2ccccc21	0.1	14	0.6	0.2	-2.0	-0.3	-1.6	-1.0	4	-5	-1
CCOc1ccc(NS(=O)(=O)c2ccc(NC(=O)C3CC3)cc2)cc1	-0.5	-8	-2.8	0.7	0.3	-0.1	-1.5	-1.0	0	-5	1
CCN1CCN(C(=O)CCNC(=O)Cn2ccc3ccccc3c2=O)CC1	2.9	2	0.2	1.4	-0.4	0.3	1.2	-0.7	5	3	-2
CCCc1cc2c(cc1NC(=O)c1ccccc1C)OCO2	-0.3	-3	2.5	-2.0	0.2	-0.2	-1.4	-1.4	2	0	-1
Cc1cc(C)c(S(=O)(=O)Nc2nnc(C3CCCCC3)s2)c(C)c1	0.5	-61	3.1	-2.4	1.5	1.3	1.7	-0.8	-4	-11	0
CCOc1ccc2c(c1)[nH]c(=S)n2C	0.3	5	1.9	0.7	0.1	-0.4	-0.8	-1.2	-3	-9	-1
Cc1cccc(NC(=O)CCCN2C(=O)c3cccc4cccc(c34)C2=O)c1	1.0	2	-0.6	1.7	-2.4	0.7	-1.0	-1.3	6	5	-2
CN(C(=O)c1cccc(C#CC(C)(C)O)c1)C1CCCN(Cc2ccccc2F)C1 (stereo not drawn)	0.2	-4	-1.9	0.6	-1.0	-0.3	0.0	-0.6	-7	-4	0
CN(c1ncc(C(F)(F)F)cc1Cl)n1cc(C(N)=O)c2ccccc2c1=O	-0.5	3	-0.2	1.2	4.2	0.5	-2.1	-1.7	-1	0	-1
CCCCN(C(=O)c1ccc(C#N)cc1)c1c(N)n(CCC)c(=O)[nH]c1=O	-0.5	2	2.3	-1.1	-1.6	0.0	0.1	-1.5	-2	-6	2
COc1ccc(NC(=O)c2cnn3c(C(F)(F)F)cc(-c4ccco4)nc23)cc1OC	-0.4	3	2.3	-2.1	-1.2	-0.1	-0.6	-1.5	-30	2	1
Cc1ccc(S(=O)(=O)N2O[C@@H](c3ccccc3)C[C@H]2CON2C(C)(C)CCCC2(C)C)cc1	x	11	x	0.5	x	x	-0.6	-1.0	0	13*	x
COc1ccc(N(CC(=O)NC2CCCC2)C(=O)Cn2nnc(-c3ccc(C)cc3)n2)cc1OC	0.2	4	0.9	-2.2	-2.6	0.9	-0.9	-0.2	-5	2	0
CCOC(=O)c1cc([N+](=O)[O-])sc1NC(=O)CC	0.2	0	2.2	1.9	-0.2	-0.9	-0.9	-1.7	5	-5	5
O=C(CSc1ncccn1)NC1CCCc2ccccc21 (stereo not drawn)	2.0	1	2.6	1.0	-1.1	0.6	1.4	-1.9	4	-8	4
Cc1cc2oc(=O)cc(CN(C)Cc3cccc(F)c3)c2cc1C	0.9	6	3.6	-2.6	-1.9	0.1	-0.6	-1.0	10	-8	1
CCOC(=O)C(=O)C1=CN(Cc2ccccc2)C=C(C#N)C1	1.2	2	-1.8	1.0	-3.9	0.0	1.4	-1.3	5	-9	-1
c1ccc(Cc2nn3c(Cn4cnc5ccccc54)nnc3s2)cc1	-1.7	-5	0.4	-2.8	0.4	-1.7	-2.4	-1.3	2	2	-4
COc1ccc(CC(=O)NCc2cccc(CNC(=O)Cc3ccc(OC)c(OC)c3)c2)cc1OC	0.1	2	1.5	-1.6	1.1	0.1	-2.5	-0.9	0	-11	-4
COc1ccc(NC(=O)c2ccc(S(=O)(=O)N3CC(C)OC(C)C3)cc2)cc1 (stereo not drawn)	-0.8	6	-0.8	1.1	-1.4	-2.0	-0.9	-1.1	-5	-3	0
CCN(c1cccc(C)c1)c1ncnc2nc[nH]c12	0.0	-1	-0.1	1.5	-0.8	-0.5	0.5	-2.3	8	8	-3
